DRD3 antagonist: blocks the human D3 dopamine receptor. AID 652054. D3R cells, DiscoveRx beta-arrestin luminescence, antagonist mode; active compounds read low. max response, negative = inhibition, %. actives 2.5% (n = 360,000). P35462; in the data active means max response below about -50%; inconclusive means no clear call, values can overlap the other calls; further: on the % scale 0 is the no-effect control and ±100 the full control effect; mostly tested at two doses, the higher about 12 µM
Target sequence (P35462 whole entry, looked up): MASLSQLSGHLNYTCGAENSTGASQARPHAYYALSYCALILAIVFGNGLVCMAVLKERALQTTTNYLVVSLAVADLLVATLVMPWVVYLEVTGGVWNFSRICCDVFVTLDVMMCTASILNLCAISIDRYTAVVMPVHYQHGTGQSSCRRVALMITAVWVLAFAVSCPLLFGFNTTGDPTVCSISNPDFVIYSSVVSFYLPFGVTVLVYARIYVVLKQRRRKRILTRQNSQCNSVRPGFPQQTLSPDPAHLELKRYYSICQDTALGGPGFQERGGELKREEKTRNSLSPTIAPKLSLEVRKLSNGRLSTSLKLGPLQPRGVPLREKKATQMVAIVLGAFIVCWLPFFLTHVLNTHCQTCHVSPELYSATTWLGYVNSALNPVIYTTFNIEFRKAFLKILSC
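Cells expressing the human receptor were seeded at 1500 cells/well, incubated overnight at 37 degrees C in 5% CO2, then exposed to library compounds with dopamine controls for 90 minutes at 37 degrees C before luminescent detection.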
FUS suppressor: rescues growth of FUS-expressing yeast; S. cerevisiae FUS-expressing, growth rescue, OD600, 24 h; AID 1347120; Potency, µM (top dose mostly 76.6 µM), for inactives: at the highest dose growth rescue (activation), hits mostly activators; actives 0.24% (n = 390,000);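 further: potency means the concentration at half of the fitted maximal effect; plate controls were DMSO vehicle for no effect and reference control for full effect; nearly all actives have a fitted effect of over 55% in size; some results filed as inactive show a strong effect at the top dose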
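Galactose (2%) drives FUS expression in yeast precultured in raffinose; seeding density OD 0.005. Test compounds incubated 24hr at 30C and 99% humidity before absorbance at 600 nm was measured.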
aSyn yeast inh: alpha-synuclein toxicity inhibition in yeast | Yeast expressing alpha-synuclein, growth rescue, BacTiter-Glo, 24 h | actives 0.14% (n = 370,000) | Potency, µM (highest dose often 46.1 µM), without a hit: top-dose growth rescue (activation), hits mostly activators; further: potency means the concentration at half of the fitted maximal effect; % of control where 0% means no effect; nearly all actives have a fitted effect of over 65% in size
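Screening used galactose-induced yeast with toxic alpha-synuclein levels, exposed to compound for 24 hr at 30 deg C. Cell growth, read with BacTiter-Glo luminescence, gave the measured signal.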
EPAC2 antagonist: EPAC2 (human) antagonism; Q8WZA2; EPAC2 GEF exchange of Rap1B-BODIPY-GDP, fluorescence; Potency, µM (doses to about 114 µM), inactives show at the top dose activity, negative = inhibition, most hits filed as inhibitors; actives 0.18% (n = 360,000); AID 720708; further: potency means the concentration at half of the fitted maximal effect; on the % scale 0 is the no-effect control and ±100 the full control effect; nearly all actives have a fitted effect of over 45% in size; many of its hits are not listed in these tables
TDP-43 yeast inh: TDP-43 toxicity inhibition in yeast; TDP-43 expressing yeast growth rescue, BacTiter-Glo, 24 h; Potency, µM (titrated, usually from 46.1 µM), inactives show top-dose growth rescue (activation), most hits filed as activators; actives 1.8% (n = 410,000); further: potency means the concentration at half of the fitted maximal effect; % of control where 0% means no effect; nearly all actives have a fitted effect of over 50% in size
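Cell-based yeast growth screen: TDP-43 expression induced in galactose, inoculum OD600=0.02 after raffinose pregrowth to mid-log. Read-out BacTiter-Glo luminescence at 24 hr, 30 deg C; inhibition of toxicity seen as signal increase.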
Abeta rescue: restores growth of yeast expressing A-beta42 peptide | yeast expressing A-beta42, growth rescue, OD600, 48 h; response scale: 0% DMSO, 100% iron-clioquinol control | Potency, µM (highest dose often 46.1 µM), inactives show at the highest dose growth rescue, hits mostly activators | actives 0.063% (n = 410,000) | AID 1347071; further: potency means the concentration at half of the fitted maximal effect; nearly all actives have a fitted effect of over 55% in size
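Growth rescue measured by 600 nm absorbance after 48 h yeast culture at 30 C with compound. Values normalized between DMSO and an equimolar ferric chloride plus clioquinol control.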
EPAC2 agonist: agonists of human EPAC2 (RAPGEF4); Q8WZA2; EPAC2 activation, biochemical qHTS; response scale: 100% = 6.5 mM cAMP response; Potency, µM (highest dose often 154 µM), without a hit: top-dose activation, usual class: activators; actives 0.079% (n = 360,000); further: potency means the concentration at half of the fitted maximal effect; nearly all actives have a fitted effect of over 50% in size
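Setup: EPAC2 100 nM, labeled Rap1B complex 250 nM, free GDP 50 uM. Compound titrations pinned in, brief spin, 5 min room temperature incubation. Kinetic fluorescence read over 30 min, normalized to 6.5 mM cAMP.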
DRD3 agonist: activates the human D3 dopamine receptor | actives 0.58% (n = 410,000) | D3R DiscoveRx beta-arrestin cells, luminescence, 90 min | max activation, %; in the data active means max activation above about 30%; further: 0% is about no effect; mostly tested at two doses, the higher about 12 µM
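Cells at 1500/well, incubated overnight, then treated with pinned compounds (dopamine as control) for 90 min at 37 degrees C. DiscoveRx reagent added for 30 - 60 minutes at room temperature; luminescence read.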
The depositor's hits bear a star; ? = inconclusive; . = not tested or not shown; & = joins results of further samples; [ ] = dose if it differs, or a comment. Unless noted, the call rests on the fitted dose curve; in most records, active means well fitted curve in the direction sought with a large enough effect; inconclusive means small, poorly fitted or top-dose-only effect, or another doubt; inactive means no such curve, though single readings can be large; an effect the other way counts as inactive or inconclusive. These rows are one share of the data (hit frequency here may not be typical).

Values run as follows: DRD3 antagonist	FUS suppressor	aSyn yeast inh	EPAC2 antagonist	TDP-43 yeast inh	Abeta rescue	EPAC2 agonist	DRD3 agonist
#1 COc1cccc(CNC(=O)C2CCCN(c3nnc(-n4c(C)ccc4C)s3)C2)c1 (stereo not given)
 : .	26%	.	.	-2%	-26%	.	-7
#2 Cc1cccc(N(CC(=O)N2CCCCCC2)S(C)(=O)=O)c1C
 : 5	-19%	10%	-1%	11%	31%	6%	5
#3 O=C(CNC(=O)c1ccco1)OCc1ccc(C(=O)Oc2ccccc2)cc1
 : 15	15%	0%	-5%	24%	-17%	5%	1
#4 Cc1ccc(Cl)cc1N1CCN(C(=O)Cn2ncc3c4ccccc4n(C)c3c2=O)CC1
 : .	-18%	.	.	?	11%	.	6
#5 CC(C)(C)OC(=O)C[C@@H]1C/C=C\C[C@@H](CC(=O)N[C@@H](CO)Cc2ccccc2)C(=O)NC[C@@H](c2ccccc2)OC1=O
 : 15	37%	1%	5%	-7%	-7%	-18%	14
#6 CCc1cccc(NC(=O)CCc2nc3sc4c(c3c(=O)[nH]2)CCCC4)c1
 : 12	16%	3%	13%	22%	11%	-4%	3
#7 NC(=O)COC(=O)c1ccc(-c2ccc(O)cc2)cc1
 : -11	-29%	-5%	5%	5%	3%	11%	-2
#8 Cc1ccc(C(=O)c2ccccc2C(=O)OCC(=O)NCCc2ccc(Cl)cc2Cl)cc1
 : 1	.	2%	-7%	6%	2%	-6%	4
#9 COc1ccc(CCN(C)CCN2C(=O)c3ccccc3C2=O)cc1OC
 : 19	4%	7%	-1%	19%	0%	2%	2
#10 Cc1nc2c([N+](=O)[O-])c(C)c(C)cc2[nH]1
 : 6	-9%	-6%	-11%	10%[9.22 µM]	-9%	-3%	2
#11 CCOc1ccccc1NC(=O)Cn1nnc(C(=O)NCCc2ccc(OC)c(OC)c2)c1N
 : -12	11%	0%	5%	16%	-5%	-10%	1
#12 O=C1C2CCCN2C(=S)N1c1cc(Cl)ccc1Cl (stereo not given)
 : 12	1%	-2%	-3%	-12%	24%	7%	2
#13 O=C(NCc1ccccn1)Nc1ccccc1C(F)(F)F
 : -9	-9%	-2%	3%	11%	6%	8%	-5
#14 CNC(=S)NNC(=O)c1cc(C(C)(C)C)nn1Cc1ccc(F)cc1
 : -14	15%	0%	-3%	-28%	6%	7%	-11
#15 O=C1[C@H]2[C@@H](/C=C/c3ccccc3)N3C(=O)CN(CC4CC4)C(=O)[C@@]3(Cc3ccccc3)[C@H]2C(=O)N1c1ccccc1
 : 0	14%	-6%	20%	-12%	-3%	-14%	0
#16 CN(C)c1ccc(/C=N/OC(=O)Nc2ccccc2)cc1
 : 1	0%	-26%	0%	?	-6%	12%	3
#17 CC1=NN(C(=O)Cn2ccc([N+](=O)[O-])n2)C(O)(C(F)(F)F)C1 (stereo not given)
 : 4	.	17%	1%	-9%	32%	-1%	-3
#18 Cc1ccc(S(=O)(=O)N2[C@@H](c3cccc(Cl)c3)C(C(=O)O)=CC[C@H]2c2ccc(Cl)c(Cl)c2)cc1
 : -16	-4%	3%	?	5%	1%	-1%	-11
#19 COc1ccc(-c2nnn(CC(=O)N(CCO)C(C(=O)NC3CCCC3)c3ccc(F)cc3)n2)cc1 (stereo not given)
 : 31	16%	-6%	7%	-15%	16%	-4%	-3
#20 CN(C)CC1CCC/C(=C/c2ccc(Cl)cc2)C1=O (stereo not given)
 : -13	.	-4%	3%	18%	14%	8%	6
#21 COc1cccc(CNC(=O)CN2C(=O)N(c3ccc(C)cc3C)S(=O)(=O)c3ccccc32)c1OC
 : .	5%	.	.	18%	13%	.	6
#22 CN(C(=O)Nc1ccc(F)cc1)[C@H]1C[C@H]2c3[nH]c4ccccc4c3CCN2C(=O)[C@H]1CO
 : -16	-2%	1%	-1%	?	9%	15%	2
#23 COC(=O)c1cc(NC(=O)CSc2nnc(N)s2)ccc1Cl
 : 12	8%	2%	-5%	-2%[9.22 µM]	9%	-6%	0
#24 Cc1cccc(Oc2c([N+](=O)[O-])c(=O)n(C)c3ccccc23)c1
 : -23	-10%	5%	7%	11µM*	-3%	-1%	-12
#25 Brc1csc(/C=N/Nc2nc3ccccc3s2)c1
 : -15	.	-19%	0%	?	-6%	-5%	-17
#26 COc1ccc(NC(=O)CN(c2ccccc2)S(=O)(=O)N(C)C)cc1OC
 : 9	6%	6%	5%	-14%	7%	-2%	15
#27 O=C(Oc1cccnc1)c1cccc(Cl)c1
 : -5	-12%	0%	-5%	15%	-27%	17%	1
#28 COC(=O)C1=CN(c2ccc(OC)cc2OC)C(N)=C(C#N)C1c1ccc(OC)cc1 (stereo not given)
 : -21	18%	-2%	-24%	12%	-7%	-1%	-2
#29 CCCCCNC(=O)C(c1cc2ccccc2o1)n1c(=O)c(-c2cc3ccccc3[nH]2)nc2ccccc21 (stereo not given)
 : 8	43%	?	18%	19%	9%	10%	3
#30 Cc1nc(N)sc1-c1csc(Nc2ncccn2)n1
 : 7	4%	3%	71µM*	16%	0%	?	3
#31 CCCN(CCC)CCNS(=O)(=O)c1ccc2c(c1)CCN2C(=O)C1CCC1
 : 15	-15%	2%	5%	-3%	11%	-39%[inhibitor]	0
#32 Cc1nc2ccccn2c1C(=O)CSc1cccc(Cl)c1
 : 31	20%	4%	-16%	-6%[0.397 µM]	4%	13%	11
#33 COCCN(C(=O)COC(=O)C1COc2ccccc2O1)c1c(N)n(Cc2ccccc2)c(=O)[nH]c1=O (stereo not given)
 : 4	-11%	1%	-4%	26%	3%	10%	1
#34 O=C1NCCCCC1NS(=O)(=O)c1ccc(Cl)cc1 (stereo not given)
 : -23	-3%	-1%	0%	16%	-6%	3%	-5
#35 Brc1cccc(-c2nnc(SCc3nc4ccccc4[nH]3)o2)c1
 : ?	.	4%	7%	?	-8%	4%	0
#36 O=c1cc(CSc2ccc(Cl)cc2)[nH]c2[nH]n(-c3ccccc3)c(=O)c12
 : -4	-1%	0%	-25%	-2%	12%	0%	-9
#37 CCN1CCN(Cc2nc3c(c(=O)n(C)c(=O)n3C)n2C(C)C(C)=O)CC1 (stereo not given)
 : 9	-7%	5%	-2%	-3%	-11%	-1%	2
#38 Cc1cc2nc(-c3cccc(Cl)c3)c(CC3CCCCC3)n2c(C)c1Br
 : 20	-29%	-4%	12%	14%	-11%	3%	-3
#39 COC(=O)C1=C(SC)N(c2ccc(OC)cc2)C(c2ccccc2)CC1=O (stereo not given)
 : 17	20%	14%	14%	-22%	12%	-4%	3
#40 CC1CCCN(C(=O)CCNS(=O)(=O)c2ccc3c(c2)oc(=O)n3C)C1 (stereo not given)
 : 0	5%	0%	2%	-2%	-5%	9%	1
#41 CSc1nc(=S)n(-c2ccccc2)c(C)c1C(C)=O
 : -8	-18%	10%	1%	16%	-1%	-4%	-4
#42 O=C(CN1C(=O)C2CCCCC2C1=O)N1CCN(c2ccc(F)cc2)CC1 (stereo not given)
 : 7	-6%	0%	-6%	-10%	-1%	0%	5
#43 CCCOc1ccc(CNC(=O)C2CCN(c3nn4c(=O)cc(C)nc4s3)CC2)cc1
 : -1	?	8%	13%	14%&6%	-22%&-18%	0%	-1&-3
#44 CC(=O)Nc1ccc(NC(=O)CS(=O)(=O)c2cn(CC(=O)N3CCC(C)CC3)c3ccccc23)cc1
 : -2	22%	0%	8%	-3%	3%	4%	1
#45 CCN(CC)CCNC(=O)c1ccc(NC(=O)c2ccc(S(=O)(=O)N3CCCCCC3)cc2)cc1
 : -10	28%	0%	6%	-6%	-2%	8%	-26
#46 COC(=O)c1sc2cccc(F)c2c1S(=O)(=O)N1CCN(c2ccccc2OC)CC1
 : .	?	.	.	23%	6%	.	4
#47 CC(C)(C)c1ccc(-n2nc(C#N)c(Cl)cc2=O)cc1
 : -95*	-10%	-1%	0%	3.5µM*	-68%[inhibitor]	8%	-9
#48 C=CCn1c(SCC(=O)N(C)c2c(N)n(Cc3ccccc3)c(=O)[nH]c2=O)nnc1-c1ccccc1OC
 : 4	.	8%	16%	-12%	0%	9%	-7
#49 COCCNc1nnc(SC(C)C(=O)Nc2c(C)n(C)n(-c3ccccc3)c2=O)s1 (stereo not given)
 : -8	9%	-3%	1%	6%	7%	-2%	-1
#50 NC(c1csc(Nc2ccc(C(=O)c3ccccc3)cc2)n1)C1CCCCC1 (stereo not given)
 : 22	16%	-36%[inhibitor]	2%	26%	-5%	3%	-2
#51 COC(=O)C1=CN(c2ccc(C(C)(C)C)cc2)C(N)=C(C#N)C1c1ccccc1F (stereo not given)
 : 1	7%	1%	7%	4%	-3%	7%	3
#52 Cc1ccc(NC(=O)c2cc3ccccc3o2)nc1
 : 5	-8%	-11%	-13%	-17%	-18%	7%	-12
#53 Cc1ccc(S(=O)(=O)N2CCOCC2)cc1NC(=O)CN1CCN(C)CC1
 : 9	.	-1%	-3%	6%	-2%	3%	1
#54 Cc1cc(C)nc(NC(=O)c2c(-c3ccccc3Cl)noc2C)n1
 : 3	-3%	-11%	0%	17%	15%	1%	-5
#55 COc1cc(C)c(NC(=O)C(=S)NCCc2ccccc2)cc1C
 : 50	19%	0%	3%	.	-4%	4%	26
#56 Cc1ccc(/C=N/N2CCN(Cc3ccccc3)CC2)s1
 : ?	9%	-5%	-2%	19%	5%	6%	0
#57 COc1cc(C(=O)NCC(C)C)c([N+](=O)[O-])cc1OC
 : -27	0%	3%	13%	-24%	-3%	5%	10
#58 CCCSCCCNC(=O)c1ccc(NC(=O)C2=CSCCO2)cc1
 : -12	7%	3%	5%	23%	1%	-6%	-11
#59 COc1ccc(/C=C/C(=O)Nc2ccc3nc(N4CCCCC4)cc(C)c3c2)cc1OC
 : .	9%	.	.	22%	-6%	.	2
#60 COc1ccccc1S(=O)(=O)Cc1ccc(C(=O)NCCCN2CCN(c3ccc(F)cc3)CC2)o1
 : -77*	-5%	-2%	6%	-11%	5%	3%	-6
#61 COc1ccccc1C=NN=Cc1ccccc1OC
 : 8	.	-8%	-6%	-3%	-7%	13%	7

Some of the entries so far, with bars between the fields:
# | compound | DRD3 antagonist | FUS suppressor | aSyn yeast inh | EPAC2 antagonist | TDP-43 yeast inh | Abeta rescue | EPAC2 agonist | DRD3 agonist
54 | Cc1cc(C)nc(NC(=O)c2c(-c3ccccc3Cl)noc2C)n1 | 3 | -3% | -11% | 0% | 17% | 15% | 1% | -5
21 | COc1cccc(CNC(=O)CN2C(=O)N(c3ccc(C)cc3C)S(=O)(=O)c3ccccc32)c1OC | . | 5% | . | . | 18% | 13% | . | 6
38 | Cc1cc2nc(-c3cccc(Cl)c3)c(CC3CCCCC3)n2c(C)c1Br | 20 | -29% | -4% | 12% | 14% | -11% | 3% | -3

Bioassay records: PubChem, National Center for Advancing Translational Sciences (NCATS)
